# From PubChem BioAssay
# All columns: NCI-60 one-dose screen, growth in % after 48 h at 10 µM unless noted; 100 = growth as untreated, 0 = no growth, -100 = all killed.
# OVCAR-5 = OVCAR-5 ovarian cancer; AID 1794783; 82,000 tested, 2.9% active
# CAKI-1 = CAKI-1 renal cancer; 75,000 tested, 4.7% active
# RXF 393 = RXF 393 renal cancer cells; 77,000 tested, 6.9% active
# OVCAR-3 = OVCAR-3 ovarian cancer. 79,000 tested, 7% active. AID 1794787
# TK-10 = TK-10 renal cancer cells; 81,000 tested, 3.9% active
# A498 = A498 renal cancer cells; 76,000 tested, 5.4% active; AID 1794774
# ACHN = ACHN renal cancer | 81,000 tested, 4.9% active | AID 1794771
# OVCAR-8 = OVCAR-8 ovarian cancer | AID 1794782 | 81,000 tested, 4.4% active
# An asterisk follows results filed as active; x = not tested or not shown. The calls were made as follows: active = growth percent below 10; inactive = the rest. An excerpt; count on the stated rates, not on these rows.
SMILES,OVCAR-5,CAKI-1,RXF 393,OVCAR-3,TK-10,A498,ACHN,OVCAR-8
O=C1c2ccccc2C(=O)N1CNc1ccc(Br)c(Cl)c1,96,101,97,108,x,85,95,96
N/C(=N\C(N)=N\c1nc2ccccc2s1)c1cscc1Br,114,69,106,106,156,120,89,103
COc1cc2c(c(OC)c1OC)COC2=O,117,105,107,120,91,x,108,105
COc1ccc(/C=C/C(=O)c2c(C)nc3ccccc3c2/C=C/c2ccccc2)cc1OC,14,54,51,24,94,83,60,37
Cc1c(C(=O)NCCC(=O)NO)sc2ncnc(Nc3ccc(Cl)cc3)c12,110,90,109,110,116,x,107,104
CCCOC(=O)Cn1cc(I)c(=O)c(I)c1,117,98,101,113,101,85,102,107
c1ccc(-c2nc(-c3ccccc3)nc(-c3ccccc3)n2)cc1,90,99,105,107,111,94,97,103
Cc1ccc(C)c(C(=O)c2ccccc2C(=O)O)c1,88,92,108,123,121,90,100,100
CCOC(=O)c1cn([C@H]2CC(=O)[C@@H]3OC[C@H]2O3)nc1N,108,96,108,106,106,99,110,105
Cc1ccc(-c2csc(NC(=O)CSc3nc(N)cc(N)n3)n2)cc1,91,79,92,73,79,66,66,71
O=C(Cn1cc(COc2ncnc3c2cnn3-c2ccccc2)nn1)Nc1ccccc1F,103,96,95,100,110,98,104,96
O=C(c1nc2ccccc2[nH]1)C1C(c2ccccc2O)C2CSCN2[C@@]12C(=O)Nc1ccccc12 (stereo partly drawn),102,84,88,96,115,x,92,98
CCC(O)(CC(=O)O)c1ccccc1 (stereo not drawn),100,111,101,105,x,99,97,107
COc1ccc(-c2cs/c(=N\N=C\c3cccc(F)c3)n2-c2ccccc2)cc1,84,69,113,85,93,94,87,81
ClCCCN1CCCCC1,119,97,135,122,108,109,108,101
Cc1ccccc1-n1c(C)nc2cc(NC(=O)c3ccc(Cl)cc3)ccc2c1=O,76,59,78,59,x,61,48,84
CCNC(=O)Oc1ccc(/C(=C(/C)Cc2ccc(OC)cc2)c2ccc(OCCN3CCOCC3)cc2)cc1,104,86,106,113,89,97,102,100
CCCCCCCCCCCCCCCCCCN(C)C,101,91,104,110,104,x,96,99
COC(=O)[C@H](Cc1c[nH]c2ccccc12)NC(=O)[C@H](Cc1ccccc1)NCc1ccco1,103,90,112,103,98,48,106,101
Clc1ccc(C=NCCCN=Cc2ccc(Cl)cc2)cc1,99,101,114,113,110,108,104,98
C=C1C(=O)O[C@H]2[C@H]1CC/C(COC(=O)c1c[nH]c3ccccc13)=C\CC[C@@]1(C)O[C@@H]21,-25*,x,-91*,-94*,-87*,-96*,-78*,5.0*
CCCCCCCCCCCCCC#N,105,100,94,75,96,104,113,95
CCCCN1C(=O)/C(=c2\sc3n(c2=O)C2C(NN=3)N(CC)C(=O)N2CC)c2cc(C)ccc21 (stereo not drawn),96,58,61,102,117,96,95,93
COc1cc(-c2nc(-c3nc4ncccc4[nH]3)cc3c2[nH]c2ccccc23)cc(OC)c1OC,106,86,98,104,103,97,89,87
CN1C(=O)/C(=C/c2ccc(C(=O)O)cc2)S/C1=N/c1nccs1,106,84,91,110,95,90,98,102
C/C(=N\NC(=O)c1sc(=S)n(C)c1N)c1ccco1,103,95,x,107,111,103,102,110
CC(C)(C)OC(=O)N1CCN(c2nc3ccc(F)cc3c3c(=O)c4cc(F)ccc4sc23)CC1,102,91,105,115,110,72,97,98
CCCCc1ccc(C(O)(CCN2CC3CCC(CC3)C2)c2ccccc2)cc1 (stereo not drawn),91,93,96,92,104,77,94,104
CCCOCOCCC,100,94,115,123,94,80,106,103
Cc1ccc(C(=O)NCc2ccccc2)cc1,101,96,114,112,91,98,106,91
CC(C)Cn1cnc2c(NCn3nc(-c4cc(Cl)cc(Cl)c4Cl)n(/N=C/c4ccc(Cl)cc4)c3=S)nc3ccccc3c21,92,64,81,98,90,97,82,72
NC(=O)c1cccc(Br)c1,35,73,91,102,95,93,100,95
C=CC(Cl)CC1CCC2OC12 (stereo not drawn),102,78,120,102,114,124,102,100
C/C=C(\C)C(=O)OCC,93,97,100,112,94,116,98,96
Cc1ccc(OCC(=O)O)c(O)c1 (tested in a mixture with another compound),100,103,124,107,106,x,102,109
C[C@H]1[C@H](C)CC[C@]2(C(=O)NCCNCCN)CC[C@]3(C)C(=CC[C@@H]4[C@@]5(C)CCC(=O)C(C)(C)[C@@H]5CC[C@]43C)[C@H]12,94,61,85,9.1*,74,75,77,34
CC1(C)CC(=O)C2=C(C1)OC(C(=O)c1ccc(N=[N+]=[N-])cc1)C2c1ccc(Br)cc1 (stereo not drawn),106,93,x,112,95,99,104,103
COC(=O)c1c(-c2ccccc2)c(-c2ccccc2)[nH]c(=O)c1C#N,103,89,103,117,89,109,102,104
COC(=S)Nc1ccc(S(=O)(=O)Nc2ccc(Cl)nn2)cc1,105,88,82,104,103,98,103,91
NC(=O)OCC(O)COc1ccc(Cl)cc1 (stereo not drawn),116,98,101,122,95,86,110,109
CN(C1CC1)S(=O)(=O)c1ccc(-c2cnc(N)c(-c3ccc4c(c3)CCNC4=O)n2)cc1,263,106,119,104,138,219,103,89
Cc1ccc(S(=O)(=O)N(CC[C@@H]2C[C@H]2c2cc3ccccc3o2)C(=O)c2cccnc2)cc1,90,84,95,90,98,82,90,87
Cc1ccnc2c(NC(C)CCCN)cc(O)c(O)c12 (stereo not drawn),80,89,96,60,109,94,99,65
CCOC(=O)c1c(NCC(=O)Nc2ccccc2)sc(C(C)=O)c1C,115,91,94,110,105,95,102,101
Cc1c(C(=O)/C=C/c2csc3ccccc23)[n+](=O)c2ccccc2n1[O-],95,17,13,-39*,76,118,85,21
Oc1ccc2c(c1)CCc1ccccc1-2,92,101,93,112,100,69,109,106
CC(=O)Oc1nc2[nH]c(=O)sc2c(C)c1Cc1ccccc1,100,86,99,100,99,91,100,105
CC(=O)Nc1cc(C)cc(C)n1,106,97,119,105,111,93,108,102
CNc1ccc(Br)c2c1C(=O)c1ccccc1C2=O,111,100,122,121,x,93,104,105
COCCCNCC(=O)Nc1cccc(Cl)c1C,105,x,107,112,101,102,106,111

# Following part:
SMILES,OVCAR-5,CAKI-1,RXF 393,OVCAR-3,TK-10,A498,ACHN,OVCAR-8
NCC1=C(c2ccccc2)Nc2ncc(-c3ccc(Cl)cc3)n2C1O (stereo not drawn),93,81,103,87,98,117,96,94
O=C1c2cccc3cccc(c23)C(=O)N1c1ccc([N+](=O)[O-])cc1[N+](=O)[O-],96,87,111,111,121,106,101,105
CN1C(=O)C2=C(NCCN(C(=O)Cc3ccc4ccccc4c3)C2c2ccc(Cl)c(Cl)c2)C1(C)C (stereo not drawn),112,79,106,103,105,100,100,95
COc1cc2c(cc1I)-c1c(cc(OC)c(OC)c1OC)CC[C@@H]2NC(C)=O,36,9.0*,30,17,59,-31*,33,25
COc1cc(/C=C/C(N)=O)cc(OC)c1OC,98,93,113,115,107,94,104,103
CC[N+]([O-])(CC)CCNc1ccc(CO)c2sc3ccccc3c(=O)c12,102,102,109,105,x,111,99,111
N#Cc1cnn2c1NC(c1ccc(Cl)cc1)C(C#N)C2=O (stereo not drawn),99,82,107,99,106,96,97,100
Brc1c(-c2ccncc2)nc2n1CCS2,102,90,85,98,98,78,88,95

# Of the compounds above, these contain a Cl atom.
SMILES,OVCAR-5,CAKI-1,RXF 393,OVCAR-3,TK-10,A498,ACHN,OVCAR-8
O=C1c2ccccc2C(=O)N1CNc1ccc(Br)c(Cl)c1,96,101,97,108,x,85,95,96
Cc1c(C(=O)NCCC(=O)NO)sc2ncnc(Nc3ccc(Cl)cc3)c12,110,90,109,110,116,x,107,104
ClCCCN1CCCCC1,119,97,135,122,108,109,108,101
Cc1ccccc1-n1c(C)nc2cc(NC(=O)c3ccc(Cl)cc3)ccc2c1=O,76,59,78,59,x,61,48,84
Clc1ccc(C=NCCCN=Cc2ccc(Cl)cc2)cc1,99,101,114,113,110,108,104,98
CC(C)Cn1cnc2c(NCn3nc(-c4cc(Cl)cc(Cl)c4Cl)n(/N=C/c4ccc(Cl)cc4)c3=S)nc3ccccc3c21,92,64,81,98,90,97,82,72
C=CC(Cl)CC1CCC2OC12 (stereo not drawn),102,78,120,102,114,124,102,100
COC(=S)Nc1ccc(S(=O)(=O)Nc2ccc(Cl)nn2)cc1,105,88,82,104,103,98,103,91
NC(=O)OCC(O)COc1ccc(Cl)cc1 (stereo not drawn),116,98,101,122,95,86,110,109
COCCCNCC(=O)Nc1cccc(Cl)c1C,105,x,107,112,101,102,106,111
NCC1=C(c2ccccc2)Nc2ncc(-c3ccc(Cl)cc3)n2C1O (stereo not drawn),93,81,103,87,98,117,96,94
CN1C(=O)C2=C(NCCN(C(=O)Cc3ccc4ccccc4c3)C2c2ccc(Cl)c(Cl)c2)C1(C)C (stereo not drawn),112,79,106,103,105,100,100,95
N#Cc1cnn2c1NC(c1ccc(Cl)cc1)C(C#N)C2=O (stereo not drawn),99,82,107,99,106,96,97,100
